All columns: NCI-60 one-dose screen, growth in % after 48 h at 10 µM unless noted; 100 = growth as untreated, 0 = no growth, -100 = all killed.
NCI-H23: NCI-H23 lung cancer; hit rate 4% among 80,000; AID 1794731
CAKI-1: CAKI-1 renal cancer; hit rate 4.7% among 75,000
ACHN: ACHN renal cancer; hit rate 4.9% among 81,000; AID 1794771
NCI-H522: NCI-H522 lung cancer | hit rate 8% among 78,000
A498: A498 renal cancer cells; hit rate 5.4% among 76,000
NCI-H226: NCI-H226 lung cancer. hit rate 3.5% among 79,000. AID 1794732
NCI-H460: NCI-H460 lung cancer | AID 1794736 | hit rate 6.8% among 82,000
RXF 393: RXF 393 renal cancer cells. hit rate 6.9% among 77,000
NCI/ADR-RES: NCI/ADR-RES ovarian cells. hit rate 4.4% among 81,000
An asterisk follows results filed as active; . = no result given; & = joins results of further samples; [ ] = remark or other dose. How the source made its calls: active means growth percent below 10; inactive means the rest.

SMILES	NCI-H23	CAKI-1	ACHN	NCI-H522	A498	NCI-H226	NCI-H460	RXF 393	NCI/ADR-RES
CC[C@@H](C(=O)[C@H](C)[C@H](O)[C@@H](C)[C@H]1O[C@H]([C@@H](CC)C(=O)O)CC[C@H]1C)C1O[C@]2(C=C[C@@H](O)[C@]3(CC[C@@](C)([C@H]4CC[C@](O)(CC)[C@H](C)O4)O3)O2)[C@H](C)C[C@@H]1C (stereo not given in full)	13.4	22.2	31.2	-4.4*	-69.6*	21.4	11.4	-8.6*	44.0
CCNCCCn1c2c(c3ccc([N+](=O)[O-])cc3c1=O)C(=O)c1cc(OC)cnc1-2	-57.2*	-58.5*	-61.1*	-16.1*	-89.2*	-44.0*	-63.0*	-85.8*	-40.2*
COc1cc(-c2c(-c3ccccc3)c[nH]c2C(=O)NCCCO)c(OC)c2c1OCO2	96.3	91.1	98.9	93.9	74.6	95.0	109.7	93.5	106.1
O=C(COc1ccc(Cl)cc1Cl)OCCCl	106.9	104.7	101.5	66.3	105.3	97.5	104.8	102.5	105.7
COC1c2occc2C(OC)C2C3C(=C(C)OC12)Sc1nc(-c2ccc(N(C)C)cc2)c(C#N)c(N)c13 (stereo not given)	94.8	88.6	105.0	56.7	.	93.0	101.0	99.2	108.7
CC1CC(c2c(O)cc(O)c3c(=O)c(O)c(-c4ccc(O)cc4)oc23)NC1=O (stereo not given)	96.2	.	.	68.0	88.4	93.4	105.9	91.1	99.7
CCOC(=O)c1cnn(CC(C)O)c1NC(=O)NCc1ccccc1F (stereo not given)	99.1	94.3	102.3	67.5	100.5	105.1	107.6	107.8	106.2
C=C(C)[C@@H]1CC[C@]2(C(=O)NCCCCCCN(CCC#N)CCC#N)CC[C@]3(C)[C@H](CC[C@@H]4[C@@]5(C)CC[C@H](OCCC#N)C(C)(C)[C@@H]5CC[C@]43C)[C@@H]12	58.3[100 µM]	77.1[100 µM]	82.4[100 µM]	50.3[100 µM]	109.2[100 µM]	84.4[100 µM]	55.5[100 µM]	79.4[100 µM]	87.2[100 µM]
CC12CCC(C(N)C1=O)C2(C)C (stereo not given)	97.9&104.0	97.3&106.3	108.9&97.1	90.9&65.6	84.2&136.6	102.7&98.8	106.0&109.1	124.6&115.6	109.9&102.5
Oc1ccc(C(c2ccc(O)cc2)C(Cl)(Cl)Cl)cc1	99.8	105.1	92.3	83.2	87.5	103.5	98.2	100.7	94.9
COc1cc2nc(Cl)nc(Nc3cccc(C4=NN(C(C)=O)C(c5ccccc5)C4)c3)c2cc1OC (stereo not given)	79.8	65.5	91.8	75.8	74.3	76.9	82.0	82.7	92.1
COc1ccc(Cc2cc(-c3ccccc3)nn(C/C(=N/O)c3ccccc3)c2=O)cc1OC	94.9	70.2	83.3	64.1	70.7	68.3	88.4	74.2	79.8
Cc1sc2c(c1C)c(=O)nc1c(-c3nc(-c4ccccc4)cs3)n[nH]n12	91.9	.	97.1	94.3	104.7	89.9	96.2	.	96.1
O=C(O)c1cc(Cl)ccc1Nc1ccc2nnc(-c3ccncc3)n2n1	91.5	90.3	57.7	97.5	51.6	.	81.4	100.5	79.8
O=C(Nc1ccc(OCc2nnc(-c3ccccc3)o2)c(F)c1)Nc1ccc(Cl)c(C(F)(F)F)c1	8.7*	16.4	9.5*	13.9	18.0	59.3	-0.1*	45.9	17.8
COc1cc(/C(=C(\CC(=O)O)C(=O)O)c2ccc3c(c2)OCO3)cc(OC)c1OC	91.9	98.8	98.4	99.0	110.9	105.8	103.2	107.9	95.4
O=C(NO)Nc1ccccc1C(=O)O	101.6	96.0	114.1	115.7	76.0	95.0	110.3	100.9	99.6
COc1cc(-c2nc(-c3ccccc3)c(-c3ccccc3)n2C2CCCCC2)ccc1OC1CCCC1	62.5	52.8	44.5	54.6	55.9	.	74.9	74.4	68.0
COc1ccc(N=Nc2c(N)nn3ccc(C)nc23)cc1	92.1	70.9	83.2	77.7	92.7	93.2	89.3	75.3	101.2
O=C(NC(=S)Nc1cnccn1)c1ccccc1	96.1	92.8	104.0	88.5	.	.	106.3	108.6	106.7
O=c1[nH]c(=S)c2cnn(-c3ccccc3)c2[nH]1	89.1	93.4	90.3	89.9	101.4	77.7	98.2	103.5	102.2
CCOC(=O)/C(C#N)=C/c1ccccc1Br	101.7	102.0	114.6	90.9	100.1	98.6	105.4	103.2	101.3
CCc1ccc2c(c1)C(=O)CCC2	92.2	108.0	100.1	.	109.9	88.4	106.4	119.1	112.7
O=C1/C(=C/c2cccc3ncccc23)Cc2cc3c(cc21)OCO3	90.9	80.9	89.4	57.9	96.5	77.8	93.9	89.7	86.5
O=C1CCC(C(=O)NC2CCC(O)CC2)CC1 (stereo not given)	103.7	101.2	107.6	101.0	.	.	107.4	115.2	102.6
O=NN(c1ccccc1)c1cccc2ccccc12	91.3	.	101.2	79.2	82.9	96.9	105.9	99.9	98.0
Nc1ccc2cc(Cl)ccc2c1	90.7	83.9	88.2	84.4	.	90.7	109.7	99.6	.
Nc1c(C(=O)Nc2ccncc2)sc2nc3c(cc12)CCCCCCCC3	-63.2*	-94.8*	-98.8*	-84.9*	-9.0*	17.6	-66.7*	-80.6*	-64.8*
CC(C)NC(=S)Nc1ncccc1OCc1cccc(Cl)c1	92.5	95.4	90.9	78.6	95.8	102.8	94.2	88.9	94.4
COCCOc1ccc(-c2csc(NC(C)=O)n2)cc1NS(=O)(=O)c1cccc2c(N(C)C)cccc12	104.3	71.3	72.0	85.2	74.8	84.9	100.5	91.7	84.4
O=c1[nH]c(CN/N=C/c2ccc(Cl)cc2)nc2ccccc12	96.0	91.4	102.8	77.5	82.8	93.9	105.8	98.9	100.0
O=C1NN(C(=O)c2ccccc2)C(c2ccccc2)=N/C1=C\c1cn(-c2ccccc2)nc1-c1ccccc1	104.2	88.0	109.4	81.7	95.8	98.6	103.4	101.1	106.4
Cn1cccc1CC(=O)N/N=C\c1ccc(O)cc1O	85.3	67.8	59.0	90.5	84.2	85.3	35.5	.	59.6
CCCOc1cc(N)ccc1C(=O)OCCN(CC)CC	101.4	96.1	104.7	105.8	87.0	94.0	103.8	100.5	101.4
C[C@H]1[C@H](C)CC[C@]2(C(=O)Nc3ccc4ncccc4c3)CC[C@]3(C)C(=CC[C@@H]4[C@@]5(C)CCCNC(C)(C)[C@@H]5CC[C@]43C)[C@H]12	51.0	26.7	-75.1*	9.9*	98.3	110.4	-79.8*	-84.8*	-48.6*
CCOC(=O)c1c[nH]c2c([N+](=O)[O-])cc(OC)cc2c1=O	93.4&102.4	92.0&90.4	97.2&102.2	75.3&89.1	129.8&111.2	97.0&118.1	93.5&109.8	99.2&125.8	106.6
O=C1NC(=S)NC1Cn1c(-c2ccccc2)nc2ccccc21 (stereo not given)	90.3	90.9	101.2	92.5	83.5	95.9	106.4	101.4	102.2
O=C1Nc2ccccc2/C1=C\c1ccc(OCC(=O)c2ccc(Br)cc2)cc1	50.9	67.8	70.0	61.4	100.2	71.6	58.5	67.6	47.8
COc1ccc(OC)c(/C=C2\C(=O)NN=C2N)c1	89.4	85.4	104.1	100.7	138.7	99.6	103.6	114.2	99.4
O=C(Nc1nn2c(-c3cc(C(F)(F)F)cc(C(F)(F)F)c3)nnc2s1)C1CCCC1	-3.0*	7.8*	8.2*	.	-21.8*	9.1*	3.6*	.	2.5*
C=C1C(=O)O[C@H]2[C@H]1CC/C(COC(=O)NCC(=O)Nc1ccc(OC)c(C(N)=O)c1O)=C\CC[C@@]1(C)O[C@@H]21	95.6	.	75.3	-25.1*	86.4	83.3	97.0	16.5	103.9
CS(=O)C1=NCC(c2c(N)n[nH]c2-c2ccc(Cl)cc2)=N1 (stereo not given)	91.7	.	80.1	69.5	61.1	90.7	99.5	129.5	88.0
O=C1/C(=C/c2ccc([N+](=O)[O-])o2)Oc2ccc(Br)cc21	74.1	74.0	1.2*	-66.1*	113.3	98.0	107.3	-29.6*	98.3
CCCCC/C(C=C(C#N)C#N)=C/c1ccccc1	68.9	81.4	41.6	-10.1*	112.4	115.8	37.4	.	65.0
C=C(C)[C@@H]1CC[C@]2(C(N)=O)CC[C@]3(C)[C@H](CC[C@@H]4[C@@]5(C)C/C(=C/c6ccccn6)C(=O)C(C)(C)[C@@H]5CC[C@]43C)[C@@H]12	79.2	54.8	65.8	50.3	94.6	43.2	40.0	43.1	68.0
COc1ccc(NC2=CC(=O)C(C)=C(C)C2=O)cc1OC	69.6	104.7	96.6	86.9	85.1	109.1	100.1	114.8	80.5
O=C(c1ccccc1)c1c(/C=C/c2ccccc2)nc2ccccc2c1/C=C/c1ccc(Cl)cc1	95.5	87.8	98.5	91.2	70.8	91.3	104.0	102.4	100.1
Cn1ncc2c(Sc3ccc(Cl)cc3)ncnc21	93.6	.	95.1	21.4	86.3	108.5	92.9	116.5	103.1
COc1ccc(-c2nn(-c3ccc(S(C)(=O)=O)cc3)cc2/C=N/O)cc1	.	111.4	95.3	100.2	116.0	94.7	102.5	103.3	106.9
COc1ccc(N=Nc2cc(OC)c(N)cc2OC)cc1	92.6	94.7	97.7	.	92.2	80.2	105.1	102.3	103.7

A different layout for 4 compounds above:
COc1ccc(NC2=CC(=O)C(C)=C(C)C2=O)cc1OC
  NCI-H23: 69.6
  CAKI-1: 104.7
  ACHN: 96.6
  NCI-H522: 86.9
  A498: 85.1
  NCI-H226: 109.1
  NCI-H460: 100.1
  RXF 393: 114.8
  NCI/ADR-RES: 80.5

O=C1/C(=C/c2ccc([N+](=O)[O-])o2)Oc2ccc(Br)cc21
  NCI-H23: 74.1
  CAKI-1: 74.0
  ACHN: 1.2*
  NCI-H522: -66.1*
  A498: 113.3
  NCI-H226: 98.0
  NCI-H460: 107.3
  RXF 393: -29.6*
  NCI/ADR-RES: 98.3

Cn1ncc2c(Sc3ccc(Cl)cc3)ncnc21
  NCI-H23: 93.6
  CAKI-1: .
  ACHN: 95.1
  NCI-H522: 21.4
  A498: 86.3
  NCI-H226: 108.5
  NCI-H460: 92.9
  RXF 393: 116.5
  NCI/ADR-RES: 103.1

C=C1C(=O)O[C@H]2[C@H]1CC/C(COC(=O)NCC(=O)Nc1ccc(OC)c(C(N)=O)c1O)=C\CC[C@@]1(C)O[C@@H]21
  NCI-H23: 95.6
  CAKI-1: .
  ACHN: 75.3
  NCI-H522: -25.1*
  A498: 86.4
  NCI-H226: 83.3
  NCI-H460: 97.0
  RXF 393: 16.5
  NCI/ADR-RES: 103.9

Other structures.
SMILES	NCI-H23	CAKI-1	ACHN	NCI-H522	A498	NCI-H226	NCI-H460	RXF 393	NCI/ADR-RES
CN(C)c1ccc(/C=C2\Oc3cc(O)ccc3C2=O)cc1	98.9	88.2	107.3	83.5	80.4	85.7	107.1	99.9	97.5
NS(=O)(=O)c1ccc(C(=O)N/N=C/c2cn(S(=O)(=O)c3ccccc3)c3ccccc23)cc1	93.0	81.5	102.4	95.6	87.7	83.0	103.4	94.0	95.6
CC1CCC(C(O)(C(=O)c2ccccc2)c2ccccc2)C(=O)C1 (stereo not given)	100.7	90.1	100.7	110.3	94.9	.	87.8	98.9	96.0
COC(=N)CCCCC(=N)OC	95.3	99.2	104.1	101.9	83.6	97.1	105.1	107.1	101.1
COc1ccc(Cn2cc3c(c2-c2ccccc2)CCc2c(CN4CCCC4)noc2-3)cc1	71.8	68.1	101.7	68.0	87.1	87.9	84.1	.	73.3
O=C(Nc1ccc(Cl)c(C(F)(F)F)c1)Nc1ccc2c(ccn2C(=O)c2cccc(F)c2)c1	10.3	29.1	17.7	5.0*	70.3	36.5	13.2	28.7	30.8
COc1ccc(C(=O)C[n+]2cccc3cc[nH]c32)cc1OC	96.3	93.2	99.9	93.2	106.0	98.9	102.7	104.1	104.3
O=C(O)CCCNC(=O)c1nc(-c2ccccc2)n(-c2ccccc2)n1	97.5	100.9	105.8	77.8	.	87.0	.	103.1	107.7
CCC1(c2ccccc2)C(=O)Nc2ccc(OC)cc21 (stereo not given)	98.6	94.0	104.4	78.3	90.6	101.4	116.0	107.6	108.6
O=C(COc1ccc(-c2nc3ccc([N+](=O)[O-])cc3[nH]2)cc1)N=Nc1c(O)[nH]c2ccccc12	97.9	103.2	103.7	100.2	86.8	101.2	106.1	105.9	108.9
COc1cc(-c2cc(-c3cccc(OCC(=O)O)c3)[nH]c(=O)c2C#N)cc(OC)c1OC	100.9	82.2	97.0	104.1	101.0	98.2	111.3	100.2	104.1
Nc1cccc(C(=O)C2=Cc3cc4ccccc4n3Cc3cnnn32)c1	90.0	84.4	87.9	66.4	107.3	85.8	96.3	93.0	87.7
COc1cc(-c2cc(/C=C3\CCc4ccccc4C3=O)[nH]n2)cc(OC)c1OC	78.6	65.5	84.2	56.7	75.7	79.3	94.6	74.1	81.3
COc1cc(NC(=O)COc2cc(O)c3c(=O)cc(-c4ccccc4)oc3c2)cc(OC)c1	94.7	84.0	100.6	88.3	103.9	.	97.7	103.8	96.8
COc1ccc(/C=C2/SC(=Nc3c(C)nn(-c4ccccc4)c3N)NC2=O)cc1	38.3	23.0	46.8	.	-54.5*	51.1	17.7	83.6	42.0
C=CCn1c(SCC(=O)Nc2ccc(C(=O)/C=C/c3ccc(Cl)cc3)cc2)nnc1-c1ccc(Br)cc1	83.7	74.5	78.3	60.3	74.6	80.7	83.1	74.8	74.7
COc1ccc(S(=O)(=O)N2CCN(c3oc(-c4ccc(C)cc4)nc3C#N)CC2)cc1	98.3	77.3	92.9	84.7	77.4	107.1	95.0	94.3	89.0

An unsorted share of the library; about 12% have a hit in one of these screens.
